Pin1 inh = qHTS Assay to Find Inhibitors of Pin1; 0.009% of 390,000 active; Pin1 FP peptide displacement, HiFluor488, 10 min; Potency, µM (titrated, usually from 115 µM), inactives show top-dose activity, negative = inhibition, usual class: inhibitors; active means well fitted inhibition curve with a large enough effect in the polarisation, with a control signal flat, not every such curve was filed as active; inconclusive means small, poorly fitted or top-dose-only effect, or effect the other way, or a change in a side signal; inactive means no such curve, though single readings can be large or run the other way; the % refers to the polarisation; further: potency means the concentration at half of the fitted maximal effect; on the % scale 0 is the no-effect control and ±100 the full control effect
Target sequence (Q13526 whole entry, looked up): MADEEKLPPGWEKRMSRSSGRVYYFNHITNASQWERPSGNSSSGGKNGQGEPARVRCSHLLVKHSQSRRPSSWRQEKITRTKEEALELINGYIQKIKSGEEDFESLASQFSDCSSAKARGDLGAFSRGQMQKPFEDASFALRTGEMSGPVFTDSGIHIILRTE
PGK inhibitor = qHTS Assay to Find Inhibitors of Phosphoglycerate Kinase; PGK/GAPDH coupled, Kinase-Glo luminescence, 60 min; 0.043% of 380,000 active; Phosphoglycerate kinase, glycosomal (Trypanosoma brucei brucei), P07378; Potency, µM (titrated, usually from 57.5 µM), inactives show top-dose activity change, negative = inhibition, hits mostly inhibitors; AID 602233, 2012; further: potency means the concentration at half of the fitted maximal effect; on the % scale 0 is the no-effect control and ±100 the full control effect; nearly all actives have a fitted effect of over 60% in size
Target sequence (P07378 whole entry, looked up): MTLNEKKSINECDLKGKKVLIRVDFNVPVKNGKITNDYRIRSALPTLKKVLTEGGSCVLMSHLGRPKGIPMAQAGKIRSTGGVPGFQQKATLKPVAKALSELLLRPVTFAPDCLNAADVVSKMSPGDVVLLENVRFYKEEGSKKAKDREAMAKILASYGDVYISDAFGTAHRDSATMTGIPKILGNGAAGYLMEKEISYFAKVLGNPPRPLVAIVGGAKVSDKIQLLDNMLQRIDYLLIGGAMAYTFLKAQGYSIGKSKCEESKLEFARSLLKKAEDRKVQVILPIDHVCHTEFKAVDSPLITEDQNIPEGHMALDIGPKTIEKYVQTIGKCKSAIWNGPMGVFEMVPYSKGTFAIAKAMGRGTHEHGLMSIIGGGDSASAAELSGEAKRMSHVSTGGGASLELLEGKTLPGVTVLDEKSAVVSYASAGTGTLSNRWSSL
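Recombinant glycosomal PGK reaction used 1,3-bisphosphoglycerate generated in-well by GAPDH (100nM final) in 100mM TEA pH 7.6, 5mM MgCl2, 0.01% Tween-20. After 60 minutes at room temperature, ATP was read by Kinase-Glo Plus luminescence end-point.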
BAZ2B inh = qHTS Assay for Inhibitors of BAZ2B. Potency, µM (titrated, usually from 114 µM), for inactives: at the top dose activity change, negative = inhibition, most hits filed as inhibitors. AlphaScreen BAZ2B-H3K14Ac peptide displacement. Bromodomain adjacent to zinc finger domain protein 2B (Homo sapiens), Q9UIF8. 4.4% of 360,000 active. AID 504333, 2011; further: potency means the concentration at half of the fitted maximal effect; on the % scale 0 is the no-effect control and ±100 the full control effect; nearly all actives have a fitted effect of over 60% in size
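AlphaScreen displacement of biotin-H3(5-23)K14Ac peptide (50 nM final) from BAZ2B (50 nM final) in PBS pH 7.4, 0.01% Tween-20; complex preformed 30 min RT, then compounds (top 110 uM) 30 min RT, beads 20 min dark.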
POLH inh = qHTS for Inhibitors of Polymerase Eta. DNA polymerase eta (Homo sapiens), Q9Y253. Potency, µM (highest dose often 114 µM), without a hit: at the highest dose activity change, negative = inhibition, usual class: inhibitors. 1.2% of 390,000 active. AID 588591, 2011. recombinant Pol eta, fluorescent DNA replication assay; further: potency means the concentration at half of the fitted maximal effect; on the % scale 0 is the no-effect control and ±100 the full control effect
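Fluorescent replication assay: 50 nM final substrate added after a 15 min room-temperature compound preincubation with 10 nM enzyme. Signal taken at 0 min and again at 10 min.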
PI4K2A inh = qHTS for small molecular inhibitors of PI4K2A. purified PI4K2A, ADP-Glo luminescence, 1 h; stronger effect = lower value. activity change, negative = inhibition, % at 76.9 µM. 0.13% of 420,000 active. AID 1346378, 2018; in the data active means activity change below about -50%; inconclusive means mostly about -30% to -49%;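 further: -100% = wells without enzyme as full effect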
Target sequence (Q9BTU6 whole entry, looked up): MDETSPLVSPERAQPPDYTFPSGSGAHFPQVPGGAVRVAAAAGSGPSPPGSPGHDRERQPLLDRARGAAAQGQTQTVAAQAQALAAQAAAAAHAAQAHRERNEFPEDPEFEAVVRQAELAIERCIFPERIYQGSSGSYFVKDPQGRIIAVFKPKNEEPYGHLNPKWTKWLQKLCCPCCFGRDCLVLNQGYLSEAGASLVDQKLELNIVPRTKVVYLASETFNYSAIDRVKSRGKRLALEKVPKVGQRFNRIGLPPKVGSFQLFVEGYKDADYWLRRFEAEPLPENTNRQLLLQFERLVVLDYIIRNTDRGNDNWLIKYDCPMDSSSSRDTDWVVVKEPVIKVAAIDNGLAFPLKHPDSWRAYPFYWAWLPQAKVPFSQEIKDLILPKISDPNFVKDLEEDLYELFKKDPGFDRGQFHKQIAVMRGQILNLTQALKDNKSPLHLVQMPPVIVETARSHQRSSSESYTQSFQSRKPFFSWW
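PI4K2A activity was measured by ADP-Glo luminescence: enzyme (4 ug/mL stock) and phosphatidylinositol (1.2 mM stock) in Tris pH 7.5/MgCl2/EGTA/Triton X-100 buffer were reacted with ATP (300 microM stock) for one hour at ambient temperature.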
HP1b chromo inh = HTS for Inhibitors of HP1-beta Chromodomain Interactions with Methylated Histone Tails; AlphaScreen HP1-beta / biotin-H3K9me3 peptide binding; 0.56% of 390,000 active; Potency, µM (top dose mostly 114 µM), for the others: at the top dose activity change, negative = inhibition, actives largely listed as inhibitors; further: potency means the concentration at half of the fitted maximal effect; nearly all actives have a fitted effect of over 70% in size; inactives centre near 23
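Compound inhibition of the preformed complex between 50 nM HP1-beta and 50 nM biotinylated H3K9me3 peptide was read by AlphaScreen. Buffer was PBS pH 7.4 with 0.01% Tween-20. Incubations ran 30 min at room temperature, with 10 ug/mL donor/acceptor beads.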
JMJD2A Tudor inh = qHTS Assay for Inhibitors of JMJD2A-Tudor Domain. Lysine-specific demethylase 4A (Homo sapiens), O75164. AlphaScreen JMJD2A-Tudor / H3K4me3 peptide binding. Potency, µM (top dose mostly 114 µM), for inactives: at the highest dose activity change, negative = inhibition, actives largely listed as inhibitors. 4.4% of 390,000 active. AID 504339, 2011; further: potency means the concentration at half of the fitted maximal effect; on the % scale 0 is the no-effect control and ±100 the full control effect; nearly all actives have a fitted effect of over 50% in size
GLS inh = qHTS for Inhibitors of Glutaminase (GLS) | Glutaminase kidney isoform, mitochondrial (Homo sapiens), O94925 | GLS enzymatic activity, qHTS titration | Potency, µM (series often up to 45.5 µM), without a hit: at the top dose activity change, negative = inhibition, actives largely listed as inhibitors | 0.21% of 410,000 active | AID 624170, 2012; further: potency means the concentration at half of the fitted maximal effect; on the % scale 0 is the no-effect control and ±100 the full control effect
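hKGA in 45 mM KH2PO4 (pH 8.2), 0.02% Tween-20 with compound, then 1mM L-Glutamine (stock as added) plus glutamate oxidase/HRP/Amplex red coupling mix. Fluorescence read initially and after 30 min at RT; signal change reflects glutamate formation.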
G9a inh = qHTS Assay for Inhibitors of Histone Lysine Methyltransferase G9a; G9a H3K9 monomethylation, AlphaScreen, 2 h; Histone-lysine N-methyltransferase EHMT2 (Homo sapiens), Q96KQ7; 8.8% of 350,000 active; AID 504332, 2011; Potency, µM (doses to about 102 µM), without a hit: top-dose activity, negative = inhibition, usual class: inhibitors; further: potency means the concentration at half of the fitted maximal effect; on the % scale 0 is the no-effect control and ±100 the full control effect; nearly all actives have a fitted effect of over 75% in size
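G9a (20 nM) was preincubated 15 min with compound, then reacted 2 h at room temperature with 500 nM biotin-H3K9 peptide and 20 µM SAM. Monomethyl-H3K9 detected by AlphaScreen using anti-H3K9me1 antibody.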
Active calls of the source: *; & = joins results of further samples; [ ] = another dose, or the depositor's remark. Unless noted, the call rests on the fitted dose curve; in most records, active means well fitted curve in the direction sought with a large enough effect; inconclusive means small, poorly fitted or top-dose-only effect, or another doubt; inactive means no such curve, though single readings can be large; an effect the other way counts as inactive or inconclusive. A portion of the library. The share of hits here may be higher or lower than overall.

Results for COC(=O)/C=C/c1ccsc1NC(C)=O ?
Pin1 inh: -5.2%; PGK inhibitor: -4.2%; BAZ2B inh: -25.8%; POLH inh: -12.2%; PI4K2A inh: -2.5; HP1b chromo inh: 34.4%; JMJD2A Tudor inh: -6.3%; GLS inh: 4.3%; G9a inh: inconclusive

Results for CC(C)OC(=O)C1=C2SCC(=O)N2C(N)=C(C#N)C1 ?
Pin1 inh: 15.8%; PGK inhibitor: 8.8%; BAZ2B inh: -8.0%; POLH inh: -12.6%; PI4K2A inh: -2.5; HP1b chromo inh: 18.4%; JMJD2A Tudor inh: -3.8%; GLS inh: -8.2%

Results for CC1(C)C(=O)OC(/C=C\c2ccccc2)C(C)(C)C1=O (stereo not given) ?
Pin1 inh: -3.1%; PGK inhibitor: -7.2%; BAZ2B inh: -12.7%; POLH inh: -16.0%; PI4K2A inh: 3.0; HP1b chromo inh: 57.9%[activator]; JMJD2A Tudor inh: 22.0%; GLS inh: -7.5%; G9a inh: -73.8%[59 µM]

Results for COc1cccc(CNC(=O)CSc2nc3ccccc3nc2Cc2ccccc2)c1 ?
Pin1 inh: 8.0%; PGK inhibitor: -0.1%; BAZ2B inh: 5.0%; POLH inh: 1.8%; PI4K2A inh: 0.0; HP1b chromo inh: 12.9%[57 µM]; JMJD2A Tudor inh: -21.1%; GLS inh: 6.9%; G9a inh: 7.8%[59 µM]

What do the screens show for `CCCc1cc(-c2ccc(O)c(OCC)c2)c(C#N)c(N)n1`?
Pin1 inh: inconclusive; PGK inhibitor: -8.3%; BAZ2B inh: -3.8%; POLH inh: 4.5%; PI4K2A inh: 3.4; HP1b chromo inh: 10.0%; JMJD2A Tudor inh: -17.1%; GLS inh: 35.9%[activator]; G9a inh: 5.5%[12.7 µM]

How did CC1(C)Cc2cccc(OCC(=O)OCc3nnc(-c4ccccc4)o3)c2O1 do in these assays?
Pin1 inh: 0.0%; PGK inhibitor: -3.3%; BAZ2B inh: 7.0%; POLH inh: -1.6%; PI4K2A inh: -6.3; HP1b chromo inh: 14.2%; JMJD2A Tudor inh: -8.6%; GLS inh: 7.2%; G9a inh: -2.3%[12.7 µM]

Results for O=C(CSc1nc2ccccc2[nH]1)NCCc1ccc(Cl)cc1 ?
Pin1 inh: 2.8%; PGK inhibitor: -6.1%; BAZ2B inh: 0.0%; POLH inh: -17.3%; PI4K2A inh: -3.1; HP1b chromo inh: 20.5%; JMJD2A Tudor inh: -27.4%; GLS inh: 1.1%; G9a inh: 18.3%[59 µM]

Results for O=C(CN1C(=O)c2ccccc2S1(=O)=O)Nc1ccccc1C(=O)NCc1ccco1 ?
Pin1 inh: 21.1%; PGK inhibitor: -7.3%; BAZ2B inh: 3.1%; POLH inh: -16.3%; PI4K2A inh: 5.5; HP1b chromo inh: -4.2%; JMJD2A Tudor inh: -13.0%; GLS inh: -11.4%; G9a inh: -27.0%[59 µM]

How did CCCC(=O)Nc1cccc(-c2nc3cc(C)c(C)cc3o2)c1C do in these assays?
Pin1 inh: inconclusive; PGK inhibitor: -0.6%; BAZ2B inh: 2.5%; POLH inh: -4.4%; PI4K2A inh: -0.6; HP1b chromo inh: 17.2%; JMJD2A Tudor inh: 3.9%; GLS inh: 1.0%; G9a inh: 8.0%[59 µM]

How did Cc1ccc2c(c1)C(c1ccc(F)cc1)N(C(=O)COc1ccc(Cl)cc1Cl)CC(=O)N2 (stereo not given) do in these assays?
Pin1 inh: 34.6%[activator]; PGK inhibitor: -3.0%; BAZ2B inh: -14.2%; POLH inh: -18.3%; PI4K2A inh: -1.0; HP1b chromo inh: 15.9%; JMJD2A Tudor inh: -18.1%; GLS inh: 4.9%; G9a inh: -11.0%[59 µM]

What do the screens show for `COc1ccc(CN2CCC(C(=O)c3ccc(F)cc3)CC2)cc1`?
Pin1 inh: 0.6%; PGK inhibitor: -2.7%; BAZ2B inh: -4.6%; POLH inh: -17.6%; PI4K2A inh: 2.5; HP1b chromo inh: 23.9%; JMJD2A Tudor inh: -11.6%; GLS inh: -8.4%; G9a inh: 5.6%

How did Cn1nc(C(=O)NCc2ccc(Cl)cc2)c2c1-c1ccccc1S(=O)(=O)C2 do in these assays?
Pin1 inh: 0.0%&-5.4%; PGK inhibitor: 8.3%; BAZ2B inh: -18.2%&-10.2%; POLH inh: -12.0%&-13.6%; PI4K2A inh: 7.1&-0.2; HP1b chromo inh: 25.9%&13.4%; JMJD2A Tudor inh: -2.3%&-7.9%; GLS inh: -0.9%&-0.8%; G9a inh: 9.4%

Results for COc1ccc(-c2noc(-c3ccc(NCc4ccco4)c([N+](=O)[O-])c3)n2)cc1 ?
Pin1 inh: -3.3%; PGK inhibitor: 8.5%; BAZ2B inh: -0.4%; POLH inh: -13.3%; PI4K2A inh: -3.7; HP1b chromo inh: 37.2%; JMJD2A Tudor inh: 2.3%; GLS inh: 4.8%; G9a inh: inconclusive

What do the screens show for `Cc1cc(NC(=O)NC2(C(F)(F)F)Oc3ccc(Cl)cc3O2)no1` (stereo not given)?
Pin1 inh: -0.1%; PGK inhibitor: -7.0%; BAZ2B inh: -2.9%; POLH inh: -7.1%; PI4K2A inh: -5.2; HP1b chromo inh: -8.1%; JMJD2A Tudor inh: inconclusive; GLS inh: 46.5%[activator]; G9a inh: 7.94µM*

Results for CC(O)(CC(=O)CC(=O)c1ccccc1)c1ccccc1 (stereo not given) ?
Pin1 inh: -4.5%; PGK inhibitor: 1.8%; POLH inh: -16.9%; PI4K2A inh: -0.5; HP1b chromo inh: 34.7%; JMJD2A Tudor inh: 1.4%; GLS inh: 13.3%

Results for Cc1cccc(C)c1OCc1cc(C(=O)N2CCN3CCCC3C2)no1 (stereo not given) ?
Pin1 inh: 2.3%; PGK inhibitor: 5.9%; BAZ2B inh: -15.9%; POLH inh: -17.1%; PI4K2A inh: -1.0; HP1b chromo inh: 35.0%; JMJD2A Tudor inh: -5.8%; GLS inh: 7.1%; G9a inh: 23.4%

Results for CCOc1ccc(NC(=O)Nc2cc(OCC(F)(F)F)cc(OCC(F)(F)F)c2)cc1 ?
Pin1 inh: -9.3%; PGK inhibitor: -2.7%; BAZ2B inh: 9.1%; POLH inh: -0.3%; PI4K2A inh: -6.2; HP1b chromo inh: 12.1%; JMJD2A Tudor inh: -16.8%; GLS inh: 11.4%; G9a inh: 5.7%[59 µM]

What do the screens show for `COc1ccc(N2CCN(C(=O)C3CCCN(c4ncnc5c4nc4n5CCCCC4)C3)CC2)cc1` (stereo not given)?
Pin1 inh: 1.8%; PGK inhibitor: 0.1%; BAZ2B inh: 28.2µM*; POLH inh: 14.9%; PI4K2A inh: -0.4; HP1b chromo inh: -1.9%; JMJD2A Tudor inh: inconclusive; GLS inh: 34.5%[activator]

Results for COc1ccc(NC(=O)CC2C(=O)N(c3cccc(C)c3)C(=O)N2C2CCCCC2)cc1 (stereo not given) ?
Pin1 inh: -0.9%&5.4%; PGK inhibitor: -6.7%; BAZ2B inh: -18.3%&-20.1%; POLH inh: -15.8%&-12.2%; PI4K2A inh: 2.4&-3.1; HP1b chromo inh: 30.9%&9.8%; JMJD2A Tudor inh: -19.2%&0.0%; GLS inh: 0.2%&6.5%; G9a inh: -19.3%&-44.8%[59 µM]

How did CC(C)C1N=C2c3ccccc3N=C(SCc3cc(=O)n4cc(Cl)ccc4n3)N2C1=O (stereo not given) do in these assays?
Pin1 inh: -7.0%; PGK inhibitor: 7.2%; BAZ2B inh: -25.3%; POLH inh: 9.7%; PI4K2A inh: 3.0; HP1b chromo inh: 51.8%[activator]; JMJD2A Tudor inh: -5.8%; GLS inh: 7.1%; G9a inh: -4.3%

How did COc1cccc(CN2CC(C(=O)N3CCCC3)CCC2=O)c1 (stereo not given) do in these assays?
Pin1 inh: -6.0%; PGK inhibitor: -0.8%; BAZ2B inh: -3.9%; POLH inh: -8.9%; PI4K2A inh: -5.6; HP1b chromo inh: 66.2%[activator]; JMJD2A Tudor inh: -19.9%; GLS inh: 3.7%; G9a inh: inconclusive

What do the screens show for `COc1cc(CCC(=O)N2CCN(c3ccccc3)CC2)cc(OC)c1OC`?
Pin1 inh: -4.5%; PGK inhibitor: inactive; BAZ2B inh: -17.2%; POLH inh: -13.7%; PI4K2A inh: -3.8; HP1b chromo inh: 48.0%[activator]; JMJD2A Tudor inh: -12.3%; GLS inh: 3.1%; G9a inh: 11.5%

What do the screens show for `O=C(Nc1ccc(F)cc1)NC1CCN(Cc2nnnn2Cc2ccco2)CC1`?
Pin1 inh: 7.5%; PGK inhibitor: -0.9%; BAZ2B inh: -3.0%; POLH inh: 3.3%; PI4K2A inh: -13.3; HP1b chromo inh: 2.1%; JMJD2A Tudor inh: inconclusive; GLS inh: -15.3%; G9a inh: -8.1%[59 µM]
